S100A4 MyoIIA: inhibitors of S100A4-myosin IIA peptide binding, primary screen, biochemical, fluorescence polarization, TAMRA-MyoIIA peptide. Protein S100-A4 (Homo sapiens), P26447. inhibition, % at 10.7 µM. 0.14% of 360,000 active. AID 652163, 2013;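 active = mean inhibition of at least 70% across replicates, with every replicate also reaching that level; inconclusive = mean inhibition reaches 70% but some replicates fall short; inactive = mean inhibition below 70%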
Target sequence (P26447 whole entry, looked up): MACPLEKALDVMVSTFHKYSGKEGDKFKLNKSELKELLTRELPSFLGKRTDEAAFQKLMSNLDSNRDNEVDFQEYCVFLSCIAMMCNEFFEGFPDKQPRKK
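Test system: S100A4 monomer protein; Medium: HEPES pH 7.2 with CaCl2, KCl, NaCl, DTT, Triton; Probe or stimulus: TAMRA-labelled myosin IIA heavy-chain peptide probe, 5 nM; Doses: one dose per compound; Times: polarization read 5 min after assay mix addition, stable 5–60 min; Benchmarks: neutral control DMSO, positive control TFP.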
SIRT5 block: SIRT5 desuccinylase inhibitors, primary screen, biochemical, fluorescence imaging, single point, set 5. 1.1% of 330,000 active. NAD-dependent protein deacylase sirtuin-5, mitochondrial (Homo sapiens), Q9NXA8. inhibition, % at 15 µM. Purified SirT5, succinyl-peptide AMC, trypsin-coupled fluorescence; in the data active = inhibition above about 15%; inconclusive = no clear call, values can overlap the other calls
Target sequence (Q9NXA8 whole entry, looked up): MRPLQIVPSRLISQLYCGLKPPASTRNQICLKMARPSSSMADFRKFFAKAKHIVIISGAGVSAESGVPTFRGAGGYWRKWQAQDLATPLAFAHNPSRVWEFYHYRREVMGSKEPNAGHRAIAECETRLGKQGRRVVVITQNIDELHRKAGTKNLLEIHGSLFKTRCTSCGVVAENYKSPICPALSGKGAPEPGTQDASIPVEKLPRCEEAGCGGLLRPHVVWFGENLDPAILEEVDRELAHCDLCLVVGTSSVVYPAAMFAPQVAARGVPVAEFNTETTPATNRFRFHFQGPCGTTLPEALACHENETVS
E-sel inducer: E-selectin induction in HUVECs, primary screen, imaging, HUVEC, immunofluorescence imaging, single point; activation, % at 7.58 µM; 0.37% of 260,000 active; AID 686992, 2013; normalized: neutral wells 0, TNF-alpha wells 100;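 active = mean E-selectin-positive cell signal at least 10% of the positive control, reached in at least 60% of replicates, without over 20% cell loss; inconclusive = no rule given, readout overlaps actives, possibly toxicity-flagged; inactive = the rest, including those meeting only one limit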;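 also: in these data hits start at about 27%; measured in HUVEC primary endothelial cells; signal is the percent of cells scored E-selectin positive by PE staining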
Target sequence (P16581 whole entry, looked up): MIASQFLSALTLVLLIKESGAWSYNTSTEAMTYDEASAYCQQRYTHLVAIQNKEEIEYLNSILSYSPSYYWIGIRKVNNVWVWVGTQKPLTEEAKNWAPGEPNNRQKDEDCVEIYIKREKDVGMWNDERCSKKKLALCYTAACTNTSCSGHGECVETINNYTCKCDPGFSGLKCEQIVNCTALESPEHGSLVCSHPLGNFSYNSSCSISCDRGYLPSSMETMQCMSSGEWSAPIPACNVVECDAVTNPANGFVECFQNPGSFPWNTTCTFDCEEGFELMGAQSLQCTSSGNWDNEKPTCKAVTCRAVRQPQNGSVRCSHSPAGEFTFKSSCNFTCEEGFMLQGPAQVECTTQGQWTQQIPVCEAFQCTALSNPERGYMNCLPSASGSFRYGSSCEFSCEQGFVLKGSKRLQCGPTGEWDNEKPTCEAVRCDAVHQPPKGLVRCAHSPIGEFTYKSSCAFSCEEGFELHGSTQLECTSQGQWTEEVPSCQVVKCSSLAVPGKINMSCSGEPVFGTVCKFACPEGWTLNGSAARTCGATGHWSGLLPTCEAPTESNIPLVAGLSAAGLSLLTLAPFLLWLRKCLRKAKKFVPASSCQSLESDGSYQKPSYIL
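Read-out: % PE-positive cells | Test system: HUVEC | Doses: One compound dose added by pin transfer | Buffer or medium: EGM-2 over gelatin coat | Signal: Immunofluorescence imaging | Benchmarks: TNF-alpha, DMSO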
PglD inh: C. jejuni PglD acetyltransferase inhibitors, primary screen, biochemical, DTNB colorimetric, single point | 0.098% of 360,000 active | purified PglD enzyme, DTNB colorimetric CoA detection | inhibition, % at 12.5 µM | AID 602405, 2012 | UDP-N-acetylbacillosamine N-acetyltransferase PglD (Campylobacter jejuni); in the data active = inhibition above about 16%, passing the limit was not always enough; inconclusive = no clear call, values can overlap the other calls; also: strong numbers were not always called active
C2C12 statin: suppressors of statin myotoxicity in C2C12 myotubes, primary screen, cell-based, single point, plate reader. C2C12 myotubes + simvastatin, ATP luminescence, 48 h; scaled: DMSO 0, geranylgeraniol control 100. rescue of ATP level, % at 7.49 µM. 0.78% of 330,000 active. AID 602340, 2012;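 active = mean ATP rescue above about 67%, or every replicate alone reaching that limit, limit read from the data, passing the limit was not always enough; inconclusive = no clear call, values can overlap the other calls; inactive = mean under the limit and some replicate under it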;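 also: myotubes were challenged with 10 µM simvastatin during compound exposure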
ERp5 inh: inhibitors of ERp5-driven insulin aggregation, primary screen, biochemical, turbidity, absorbance 650 nm, single point. inhibition, % at 9.99 µM. 90 min. AID 651711, 2012. 0.05% of 350,000 active;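 active = mean replicate inhibition above about 25%, with every replicate also reaching it, limit read from the data, passing the limit was not always enough; inconclusive = only one of those two criteria met; inactive = neither criterion met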
DENV2 CPE rescue: inhibitors of DENV2 cytopathic effect, primary screen, cell-based, plate reader, single concentration | DENV2-infected cells, cytopathic effect rescue | CPE inhibition, % at 9.99 µM | 1.7% of 350,000 active | AID 651640, 2012; in the data active = CPE inhibition above about 20%, passing the limit was not always enough; inconclusive = no clear call, values can overlap the other calls; tested in BHK-21 cells;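 also: 0% = median of neutral control wells and 100% = median of positive control wells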
* marks the source's active call; other numbers are inactive results; ? = inconclusive; nt = no result given. Not all compounds are listed; count on the stated rates, not on these rows.

SMILES	S100A4 MyoIIA	SIRT5 block	E-sel inducer	PglD inh	C2C12 statin	ERp5 inh	DENV2 CPE rescue
CN(C)C(=S)Nc1ccc2c(c1)OCCO2	-4	-3	2.3	9	nt	4	-3
O=C(c1ccncc1)N1CCN(c2cc(-c3ccccc3)nc3cc(-c4cccc(Cl)c4)nn23)CC1	-7	0	0.0	-2	12	-2	?
O=S(=O)(Cc1ccccc1)N1CCCCN2[C@H](CO)[C@H](c3ccc(-c4cncnc4)cc3)[C@@H]2C1	3	0	0.1	-2	nt	-3	-9
O=C(N[C@H]1CC[C@H](CCn2cc(-c3ccccc3)nn2)O[C@@H]1CO)c1ccccc1F	15	1	0.1	-1	6	12	-8
CSc1ncc(Cl)c(C(=O)NCc2cccnc2)n1	16	2	nt	-5	1	-3	1
CC(=O)NCCC(=O)Nc1nc2c(ccc3ccccc32)s1	1	2	nt	-1	-32	-2	-8
CC1CCC(NC(=O)c2cc(S(=O)(=O)N3CCCCC3)c[nH]2)CC1 (stereo not drawn)	2	3	-0.5	-6	19	0	10
COC(=O)CCCC1=CC2=CC(=O)C(C)(OC(=O)c3cccs3)C(=O)C2=CN1C1CC1 (stereo not drawn)	8	-4	0.0	6	0	-5	15
C=CCN(c1ccccc1OC)S(=O)(=O)c1cccc(C(=O)NCc2ccco2)c1	0	1	0.4	0	3	4	1
CCN(CC)CCN(C(=O)c1ccc(Br)s1)c1nc2cc3c(cc2s1)OCCO3	-11	0	0.0	nt	11	8	7
CC1(C)COC2(OC1)C(=O)N(CN1CCOCC1)c1ccccc12	-5	-4	-0.7	nt	2	-7	7
O=C(Nc1cccc(C(=O)O)c1)/C(=C\c1ccc2c(c1)OCO2)NC(=O)c1ccco1	-5	1	nt	nt	nt	-2	-3
CO[C@@H]1CN(C)C(=O)c2ccc(NC(C)=O)cc2OC[C@H](C)N(CC2CCCCC2)C[C@@H]1C	4	3	-0.3	-2	-2	-3	14
CCCNC(=O)N(C)C[C@@H]1Oc2cc(C3=CCCC3)ccc2S(=O)(=O)N([C@@H](C)CO)C[C@@H]1C	-9	1	-0.1	0	3	-4	7
CC1(Cc2ccc(C(F)(F)F)o2)C(=O)Nc2cc(-c3ccc(F)cc3F)ccc21 (stereo not drawn)	-1	-4	1.1	-6	9	-3	?
CC(C)(Cc1ccccc1)/[N+]([O-])=C\c1ccccc1	2	nt	0.3	2	-2	-2	-6
Cc1ccc2c(c1)C(=O)C(=O)N2Cc1ccc(Cl)cc1	-8	nt	nt	6	17	5	-13
CCc1ccc(C2C(C#N)=C(N)Oc3cc(N)ccc32)cc1 (stereo not drawn)	-8	1	nt	-9	1	1	-1
CCOCCCN(C)C1CCN(C(=O)c2oc3ccccc3c2NC(=O)Cc2ccc(F)cc2)CC1	-21	-6	nt	2	-11	5	4
O=C(CC1SC(=Nc2ccc3c(c2)OCCO3)NC1=O)Nc1ccc(F)cc1F (stereo not drawn)	-1	2	0.7	-4	56	-2	-2
N=C1S/C(=C\c2ccco2)C(=O)N1c1nccs1	2	0	-0.1	3	-16	6	?
C=CCNC(=S)/N=c1/ccccn1C	-14	1	0.8	nt	nt	2	-3
COc1ccc2c3c(n(C)c2c1)[C@@H](CO)N(CC1CC1)CC31CCN(C(=O)c2ccc(F)cc2)CC1	-5	1	-0.1	nt	nt	-4	15
O=C(COC(=O)c1ccc(-n2cnnn2)cc1)c1ccc(Br)cc1	-3	-4	27*	-2	3	-4	-4
COc1ncnc2c1ncn2CCCNCC(C)c1ccccc1 (stereo not drawn)	0	-3	0.0	1	1	4	6
CCCC#Cc1ccc([C@@H]2[C@@H](CO)N3CCCCN(S(=O)(=O)Cc4ccccc4)C[C@@H]23)cc1	-22	10	-1.0	1	-3	0	-3
C=C(C)C1CC=C(C)/C(=N/NC(=O)COc2ccccc2Cl)C1 (stereo not drawn)	0	1	nt	nt	nt	9	0
C[C@H](NC(=O)C[C@H]1C[C@@H]2c3cc(NC(=O)C4CCC4)ccc3O[C@@H]2[C@@H](CO)O1)c1ccccc1	19	4	0.2	-2	2	1	4
CC1=C(C(=O)N(C(C)C)C(C)C)CC(CC(=O)NCC2CCCCC2)C(=O)N1Cc1ccc(F)cc1 (stereo not drawn)	-7	-4	-0.1	-2	9	17	4
COc1ccc(C[C@H]2CCc3cnnn3COC[C@H](c3ccccc3)NC2=O)cc1	2	-1	0.0	nt	nt	8	1
Cn1c(N)c(C(=O)COC(=O)c2cc(S(=O)(=O)N3CCOCC3)ccc2F)c(=O)n(C)c1=O	0	-1	1.1	-1	1	-5	?
Cn1c(CN2CCCC2)c(C#N)c2ccccc21	4	-5	nt	nt	nt	4	0
CC1SC2(NC1=O)C1CC3CC(C1)CC2C3 (stereo not drawn)	-17	-3	3.9	nt	nt	-2	nt
Cn1c(C(=O)NCCN2CCCCCC2)cc2c(=O)n(C)c3ccccc3c21	0	nt	nt	2	-3	7	-2
O=c1[nH]c(/C=C\c2cccnc2)c([N+](=O)[O-])c(=O)[nH]1	-7	3	-0.3	nt	nt	-7	-1
COc1ccc(Cl)cc1C(=O)N1CCN=C1SC	-5	nt	-0.3	1	10	-3	?
Cc1nc(-c2ccccn2)nc(SCC(=O)c2ccccc2)c1Cl	3	-3	2.7	-4	nt	1	-2
CCn1c(O)c(N=Nc2ccc3ccccc3n2)c2ccccc21	2	3	nt	nt	nt	-1	7
COCCNC(=S)N(CCc1c(C)[nH]c2ccc(OC)cc12)Cc1ccco1	-17	2	0.3	-7	-14	0	2
CN(C)CCCN(C(=O)c1ccc(S(=O)(=O)N(C)C2CCCCC2)cc1)c1nc2ccc(Br)cc2s1	-1	-5	nt	-1	-1	-1	-5
COc1ccccc1/C=C1\SC(=S)N(CCC(=O)Nc2ccc(C(=O)O)c(O)c2)C1=O	2	46*	-0.2	nt	nt	3	9
C/C(=N\NC(=O)c1ccco1)c1cc2ccccc2o1	-6	-3	nt	-3	nt	1	11
COc1ccc(NC(=O)N2C[C@H](O)COC[C@H]3O[C@H](CC(=O)N4CCOCC4)CC[C@@H]32)cc1	-3	-3	-0.2	4	7	4	-3
Cc1ccc(S(=O)(=O)Nc2cccc3c2O[C@H](CN(C)Cc2ccc(Cl)c(Cl)c2)[C@@H](C)CN([C@H](C)CO)C3=O)cc1	-1	7	0.7	1	9	-8	8
CC(=O)N1[C@H](CNC(=O)CN2CCOCC2)[C@H](c2ccccc2)[C@@H]1CO	nt	nt	0.0	1	-6	nt	?
COc1ccc(-n2nnc3c(=O)n(CC(=O)N4CCC(Cc5ccccc5)CC4)cnc32)cc1	-2	-6	nt	3	-1	3	2
COCCCNC(=O)[C@H]1O[C@@H](n2cnc3c(=O)[nH]c(N)nc32)[C@H](O)[C@@H]1O	7	1	-0.2	nt	nt	-2	-3
Cc1ccc(CC(=O)NCc2ccc(F)cc2)cc1	15	-2	nt	nt	-13	0	6
Cc1ccc(S(=O)(=O)NCc2cccnc2)c(C)c1	7	-7	1.2	6	-2	2	-3
O=C(CN1CCN(C(=O)c2ccco2)CC1)NCc1ccc(Cl)cc1	4	1	-0.6	-4	3	2	-10

Printed as active in SIRT5 block (from the list above):
canonical_smiles	S100A4 MyoIIA	SIRT5 block	PglD inh	ERp5 inh	DENV2 CPE rescue
COc1ccccc1/C=C1\SC(=S)N(CCC(=O)Nc2ccc(C(=O)O)c(O)c2)C1=O	2	46*	nt	3	9

Complete entries, looked up by structure. Screens in order: S100A4 MyoIIA, SIRT5 block, E-sel inducer, PglD inh, C2C12 statin, ERp5 inh, DENV2 CPE rescue
`C/C(=N\NC(=O)c1ccco1)c1cc2ccccc2o1` is listed with -6, -3, nt, -3, nt, 1, 11
`Cc1ccc(S(=O)(=O)Nc2cccc3c2O[C@H](CN(C)Cc2ccc(Cl)c(Cl)c2)[C@@H](C)CN([C@H](C)CO)C3=O)cc1` is listed with -1, 7, 0.7, 1, 9, -8, 8

Additional entries follow:
SMILES	S100A4 MyoIIA	SIRT5 block	E-sel inducer	PglD inh	C2C12 statin	ERp5 inh	DENV2 CPE rescue
COc1ccc(CCNC(=O)c2ccc3c(c2)S(=O)(=O)N=C2CCCCCN23)cc1	1	-1	nt	-2	-19	2	8
C[C@@H](NC(=O)C[C@H]1C[C@@H]2c3cc(NC(=O)NC4CCCC4)ccc3O[C@@H]2[C@@H](CO)O1)c1ccccc1	0	0	0.0	1	-11	1	1
CCCC#Cc1ccc([C@@H]2[C@@H](CO)N3CCCCN(S(C)(=O)=O)C[C@@H]23)cc1	-3	0	0.1	6	63	-3	9
Cn1c(C(=O)O)ccc1S(=O)(=O)N1CCCCCC1	9	-6	3.2	nt	nt	5	2
O=C(NCCCc1ccccc1)C(=O)NCC1OCCN1S(=O)(=O)c1ccc(F)cc1 (stereo not drawn)	-7	-2	-0.6	-2	1	2	7
COc1ccc(C)cc1NC(=O)CN1C(=O)COc2ccc(S(=O)(=O)N3CCC(C)CC3)cc21	-5	-1	nt	2	1	1	0
CCC(=O)N1CC[C@H]2[C@H](CO)Nc3ccc(-c4ccc(C(=O)N(C)C)cc4)cc3[C@H]21	5	5	-0.3	-1	-18	3	?
O=C(c1ccc(F)cc1)N1CC2(C1)[C@H](c1ccccc1)[C@H](CO)N2Cc1ccccn1	-7	0	-0.2	nt	nt	-4	8
CC1=C(/C=C/C(C)=C/C=C/C(C)=C\C(=O)O)C(C)(C)CCC1	2	0	0.5	3	1	-10	3
C[C@@H]1CN([C@H](C)CO)C(=O)c2cccc(NS(C)(=O)=O)c2O[C@H]1CN(C)CC1CCCCC1	8	3	0.7	2	-15	3	-8
CSc1ncccc1C(=O)OCc1ccc(Br)cc1	-9	-7	nt	-2	5	-1	-6
COCC(=O)Nc1ccc2c(c1)OC[C@@H](C)N(C)C[C@@H](C)[C@@H](OC)CN(C)C2=O	3	-3	0.1	-2	2	3	-1
Cc1cccc(NC(=O)c2cc(C)nc3ccccc23)c1	1	-1	61*	-9	-3	2	0
COc1ccccc1C(=O)NC(=O)COC(=O)c1ccc(NC(=O)CC#N)cc1	-12	-3	nt	5	20	8	-7
O=C(NC1CCCCC1)C(c1ccccc1)N(C(=O)c1cccs1)c1ccc2c(c1)OCO2 (stereo not drawn)	-1	1	nt	-1	-7	3	0
CC(=O)c1cccc(NS(=O)(=O)c2ccc(C(=O)Nc3ccccc3)cc2)c1	-10	-1	-0.5	3	-6	0	11
COC(=O)c1c(C(=O)OC)c(-c2ccc(OC)cc2)n2c1CCC2	-2	-3	0.0	nt	nt	-2	3
CSc1ccccc1CNC(=O)C1(C)CCCN1CC(C)C (stereo not drawn)	-5	nt	0.0	6	-2	1	0
O=[N+]([O-])c1ccc(Oc2ccc(OCc3ccccc3)cc2)nc1	0	2	-0.1	-5	-12	2	-1
CC(=O)Nc1ccc(S(=O)(=O)N2CCC(c3nc4c(nnn4Cc4ccccc4Cl)c(=O)[nH]3)CC2)cc1	-3	-1	nt	0	-8	2	0
C[C@@H]1CN([C@H](C)CO)C(=O)Cc2cc(NC(=O)Cc3ccccc3)ccc2O[C@H]1CN(C)Cc1ccc(C(=O)Nc2ccccc2N)cc1	-25	nt	-7.4	nt	nt	5	-6
C[C@H](CO)N1C[C@H](C)[C@H](CN(C)C(=O)Nc2ccc(C(F)(F)F)cc2)Oc2cc(-c3ccncc3)ccc2S1(=O)=O	-13	0	0.9	2	-36	7	-9

Bioassay records as filed in PubChem.
